# Screening data: PubChem BioAssay, National Center for Advancing Translational Sciences (NCATS)
# D2 ag – activates the human D2 dopamine receptor; actives 0.53% (n = 340,000); AID 485358; HEK293 T-REx D2 cells, calcium flux agonist mode; P14416; activation, % at 2 µM;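 active means activation over 3 SD above normal in the single-dose calcium agonist read, cut at about 30% in these data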; further: 0% is about no effect
# Target sequence (P14416 whole entry, looked up): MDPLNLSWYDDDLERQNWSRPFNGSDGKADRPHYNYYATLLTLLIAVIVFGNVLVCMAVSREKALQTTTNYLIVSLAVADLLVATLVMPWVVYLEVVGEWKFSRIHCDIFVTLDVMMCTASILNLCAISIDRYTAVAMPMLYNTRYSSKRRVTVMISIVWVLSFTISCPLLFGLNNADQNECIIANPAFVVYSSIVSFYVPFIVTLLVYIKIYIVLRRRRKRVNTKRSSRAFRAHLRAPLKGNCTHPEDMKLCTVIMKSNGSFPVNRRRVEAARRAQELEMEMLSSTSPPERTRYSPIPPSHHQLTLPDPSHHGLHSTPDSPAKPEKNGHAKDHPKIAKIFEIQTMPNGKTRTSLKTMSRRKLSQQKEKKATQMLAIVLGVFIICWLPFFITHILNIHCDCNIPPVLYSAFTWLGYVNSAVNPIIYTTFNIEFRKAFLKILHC
#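 In this primary screen, compounds producing a positive calcium signal within 180 s of addition to tetracycline-induced, force-coupled HEK293 Trex D2 cells are flagged; cells are dye-loaded with a no-wash calcium kit beforehand.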
# D2 potentiator – positive allosteric modulators of human D2 dopamine receptor; P14416; AID 485347; actives 0.34% (n = 340,000); potentiation, % at 10 µM; HEK293 T-REx D2, calcium flux, EC20 dopamine potentiation;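 active means potentiation over 3 SD above the plate norm, cut at about 30% in these data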; further: 0% is about no effect
#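 Primary screen. Calcium kinetics in induced HEK293 T-REx D2 cells: compound pre-addition 180 s, EC20 dopamine, 180 s more.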
# D1 antag – human D1 dopamine receptor antagonism | P21728 | HEK293 TREx D1 cells, calcium flux, dopamine EC80; hits give low values | activity change, negative = inhibition, % at 10 µM | actives 3.2% (n = 360,000); in the data active means activity change below about -30%; further: on the % scale 0 is the no-effect control and ±100 the full control effect
# Target sequence (P21728 whole entry, looked up): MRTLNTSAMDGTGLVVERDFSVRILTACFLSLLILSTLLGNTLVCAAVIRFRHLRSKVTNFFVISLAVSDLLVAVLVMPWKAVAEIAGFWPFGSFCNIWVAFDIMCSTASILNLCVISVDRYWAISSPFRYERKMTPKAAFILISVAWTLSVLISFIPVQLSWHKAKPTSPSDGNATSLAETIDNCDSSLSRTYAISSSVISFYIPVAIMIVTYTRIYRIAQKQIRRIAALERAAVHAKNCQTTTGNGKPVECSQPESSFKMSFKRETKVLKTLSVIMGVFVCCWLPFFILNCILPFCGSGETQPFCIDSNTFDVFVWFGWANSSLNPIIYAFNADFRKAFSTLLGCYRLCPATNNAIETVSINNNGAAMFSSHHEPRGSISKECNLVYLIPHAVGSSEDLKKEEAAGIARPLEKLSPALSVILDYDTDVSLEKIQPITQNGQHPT
#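 Inducible Hek293 Trex D1 cells (tetracycline, overnight, 30 C). Calcium dye 30–90 min RT. Antagonist mode: EC80 dopamine added after 180 s compound read.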
# D1 ag – activates the human D1 dopamine receptor; HEK293 T-REx D1 cells, calcium flux, agonist mode; activation, % at 2 µM; actives 1% (n = 360,000); AID 504660; P21728; in the data active means activation above about 30%; further: 0% is about no effect
#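 Tetracycline-induced HEK293 TREx D1 cells, force-coupled to calcium signalling, were dye-loaded with a no-wash calcium kit. Compound was pin-added after a 10 s baseline. Fluorescence was read kinetically at 1 cycle/s for 180 s, with calcium rises flagged as agonism.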
# RXFP1 ag – agonists of human relaxin receptor RXFP1; HEK293T-RXFP1 cAMP TR-FRET, 30 min; response scale: percent of porcine relaxin response, buffer zero; Potency, µM (top dose mostly 57.5 µM), without a hit: at the highest dose activation, usual class: activators; Q9HBX9; actives 0.3% (n = 370,000); active means well fitted activation curve with a large enough effect; inconclusive means small, poorly fitted or top-dose-only effect; further: potency means the concentration at half of the fitted maximal effect; on the % scale 0 is the no-effect control and ±100 the full control effect; nearly all actives have a fitted effect of over 60% in size; many of its hits are not listed in these tables
#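 HEK293T cells stably expressing RXFP1 were pretreated with the PDE4 inhibitor Ro 20174, exposed to compounds for 30 min at 37C, lysed, and cAMP was read by TR-FRET. Data normalized to buffer (basal) and 29 nM porcine relaxin (100%).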
# D2 antagonist – antagonists of human D2 dopamine receptor; P14416; HEK293 TREx D2 cells, calcium flux, dopamine EC80; inhibition, % at 10 µM; actives 2% (n = 340,000); in the data active means inhibition above about 30%; further: 0% is about no effect
#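 Tetracycline-induced HEK293 T-REx cells expressing D2 force-coupled to calcium signalling were dye-loaded, exposed to compound for 180 s, then challenged with an EC80 of dopamine; calcium flux was followed kinetically for a further 180 s.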
# TRHR PAM – allosterically enhances the human TRH receptor; P34981; TRHR cells, fluo-8 calcium fluorescence, EC20 TRH enhancement; enhancement, % at 2 µM; actives 0.66% (n = 360,000); AID 493056; in the data active means enhancement above about 30%; further: 0% is about no effect
#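 TRHR-expressing cells loaded with fluo-8 calcium dye were read kinetically (ex 480/em 530) during compound addition, then stimulated with an EC20 of TRH (10 nM final). Enhancement of the Gq-mediated intracellular calcium response was scored.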
# D1 PAM – enhances dopamine response at the human D1 receptor. P21728. HEK293 TREx D1 cells, calcium flux, dopamine EC20 potentiation. potentiation, % at 10 µM. actives 0.036% (n = 360,000); in the data active means potentiation above about 30%; further: 0% is about no effect
# RXFP1 antagonist – blocks the human relaxin receptor RXFP1 | Q9HBX9 | HEK293-RXFP1, relaxin-stimulated cAMP HTRF, 30 min; hits give low values | activity change, negative = inhibition, % at 57.5 µM | actives 0.59% (n = 350,000) | AID 1259400;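 active means activity change of -60% or lower, but not beyond a set lower limit; inconclusive means change between -60% and -40%, or beyond the set limit; inactive means change above -40%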; further: on the % scale 0 is the no-effect control and ±100 the full control effect
# * = called active by the depositor; ? = inconclusive; nt = not tested or not shown.
SMILES,D2 ag,D2 potentiator,D1 antag,D1 ag,RXFP1 ag,D2 antagonist,TRHR PAM,D1 PAM,RXFP1 antagonist
Nc1c(-c2ccccc2)sc2ccc3ccccc3[n+]12,-0.6,-2,0,0,3.2%,-9,28,0,-7
COc1ccc(CNC(=O)Nc2cn(CC(C)C)c(=O)c3ccccc23)cc1,-1.2,2,1,0,1.5%,nt,-11,2,nt
Cc1ccc(-c2cc(C(=O)N3CCN(S(=O)(=O)c4ccc(Br)s4)CC3)[nH]n2)c(C)c1,nt,-15,-16,1,-0.3%,nt,17,1,-16
CSC(=S)N/N=C/c1ccccc1,0.1,15,-17,2,0.9%,0,2,0,-9
COc1ccc(S(=O)(=O)NCCc2cn3ccsc3n2)cc1OC,nt,9,6,0,3.8%,nt,0,-3,4
O=C1CCCCCN1CSc1nc2ccccc2s1,-2.2,36*,-9,7,0.0%,3,3,-4,-12
O=C(Nc1ccc(Cl)cc1C(F)(F)F)c1ccccc1Cl,-0.3,20,-6,1,-1.9%,-2,-6,-1,4
COc1ccccc1NC(=O)c1ccc(-c2ccc(Br)cc2)o1,-1.7,-10,7,9,22%,19,-4,-4,-11
NC(=O)CSc1nnc(-c2ccoc2)o1,nt,nt,-4,2,0.3%,nt,1,-5,2
O=C(O)C1C2CCC(O2)C1C(=O)NCc1ccccc1Br (stereo not drawn),nt,nt,-1,-1,-0.7%,nt,1,-4,8
Cn1c(SCC(=O)N/N=C/C=C/c2ccccc2[N+](=O)[O-])nc2ccccc21,nt,nt,-13,1,0.0%,nt,-5,-7,-15
O=C(COC(=O)/C=C/c1cccs1)Nc1cccc(S(=O)(=O)N2CCOCC2)c1,nt,nt,-2,4,4.0%,nt,1,-1,1
Cc1cccc(NC(=S)N2CCN(S(=O)(=O)c3cccc(F)c3)CC2)c1,0.6,4,10,2,-1.7%,4,4,-4,0
CC(=O)NC(Cc1ccc(C(C)C)cc1)C(=O)NC1CCN(c2nc(C)cc(C)n2)CC1 (stereo not drawn),0.9,2,3,2,-0.5%,-10,-4,-2,-4
Cn1cnnc1SCC(=O)N1c2ccccc2-c2c(ssc2=S)C1(C)C,-0.7,1,5,1,-0.2%,-8,7,0,nt
COc1ccc(Oc2nc(C)cc(C)c2S(C)(=O)=O)cc1,0.5,0,-15,5,0.1%,1,4,-4,nt
CN(Cc1ccccc1)S(=O)(=O)c1cn(C)cn1,0.4,-8,13,4,0.3%,1,0,-3,7
CC1CC2(CCCCC2)Nc2ccc3ccccc3c21 (stereo not drawn),-0.4,0,9,-1,1.4%,-8,5,-6,-1
COC(=O)CNC(=O)c1cccc(F)c1,-0.2,16,13,1,0.1%,1,4,-5,-7
CC(=O)NCC(=O)OCC(=O)c1ccc(C)c(C)c1,2.5,8,3,1,4.0%,6,1,-2,-1
CC(C)C(OC(=O)CN1C(=O)COc2ccccc21)C(=O)NC1CCCC1 (stereo not drawn),-0.1,15,7,1,0.7%,-3,-8,-5,20
Nc1c(C(=O)NCc2cccs2)nnn1CC(=O)Nc1cccc(Cl)c1,-2.7,-5,12,3,2.4%,2,2,3,-20
CC1Cc2ccccc2N1Cc1cccc([N+](=O)[O-])c1 (stereo not drawn),1.1,3,2,0,0.4%,-6,14,2,-14
CCC(=O)c1ccc(/C=C/c2nc3ccccc3n2C)o1,2.5,3,-17,6,?,-4,-5,-1,25
O=C(Cn1nc(-c2ccc(Cl)cc2)ccc1=O)NCCc1ccccc1,0.6,nt,-19,-4,1.7%,nt,-1,-1,nt
COc1ccc(NC(=O)CCC(=O)c2cccs2)c(OC)c1,1.2,14,-18,6,5.2%,6,1,-1,0
CN(C)C=Nc1ncc2c([nH]c3ccccc32)c1C#N,0.0,5,30,-1,-0.2%,-7,12,1,5
O=C1NC(=Nc2ccccc2Cl)S/C1=C\c1cccc([N+](=O)[O-])c1O,-1.5,-1,-20,8,-0.9%,-5,5,-7,-30
CCOCCCNCc1ccc(Cl)cc1,1.4,-3,2,2,-1.4%,5,3,0,-10
Cc1cccc(NC(=O)COc2ccc(Br)cc2C)n1,-0.1,1,-9,5,1.2%,29,2,2,-38
CCn1c(SCc2nc3scc(-c4ccccc4)c3c(=O)[nH]2)nnc1-c1cccs1,3.2,-5,-27,3,-0.9%,-7,-6,-3,-7
CCOc1cccc2sc(N3CCN(C(=O)C4CC4)CC3)nc12,-3.6,nt,nt,-2,2.3%,nt,-4,0,-7
COc1cc(OC)cc(C(=O)NN2CCCCC2)c1,0.1,-4,7,0,0.7%,8,-5,-7,-15
CCC1(CC)NC(=O)N(CC(=O)OCC(=O)NC(=O)c2ccccc2OC)C1=O,nt,3,8,3,-0.1%,nt,-8,3,3
CCc1ccc(C(=O)CSc2nc(-c3ccccc3)nc3c2CCCC3)cc1,0.6,-10,-20,4,5.0%,nt,-3,-3,nt
Cc1ccc(-c2noc(CNC(=O)c3ccc(Br)o3)n2)cc1,-0.3,-4,-16,8,-0.3%,nt,0,0,-4
Cc1cc2c(s1)c1cnn(Cc3c(F)c(F)c(C)c(F)c3F)c(=O)c1n2C,nt,nt,13,1,nt,nt,1,7,nt
O=C(O)c1nn(CCSc2ccccc2F)c(=O)c2ccccc12,-0.3,3,27,1,-2.5%,8,-21,-7,2
COc1ccc(C2=NN3C(C2)c2ccccc2OC32C(=O)N(C)c3ccccc32)cc1 (stereo not drawn),0.3,9,14,4,0.1%,-4,8,2,?
CCOC(=O)C1=C(C)NC(SCC(=O)Nc2nc(C)cs2)=C(C#N)C1c1cccs1 (stereo not drawn),-0.3,-1,-25,11,0.0%,-1,2,-11,nt

# In another format: results already given
# Below each SMILES – D2 ag	D2 potentiator	D1 antag	D1 ag	RXFP1 ag	D2 antagonist	TRHR PAM	D1 PAM	RXFP1 antagonist
- CCc1ccc(C(=O)CSc2nc(-c3ccccc3)nc3c2CCCC3)cc1
  0.6	-10	-20	4	5.0%	nt	-3	-3	nt
- COc1cc(OC)cc(C(=O)NN2CCCCC2)c1
  0.1	-4	7	0	0.7%	8	-5	-7	-15
- Cc1cc2c(s1)c1cnn(Cc3c(F)c(F)c(C)c(F)c3F)c(=O)c1n2C
  nt	nt	13	1	nt	nt	1	7	nt

# Already shown: an excerpt of the list.
SMILES,D2 ag,D2 potentiator,D1 antag,D1 ag,RXFP1 ag,D2 antagonist,TRHR PAM,D1 PAM,RXFP1 antagonist
O=C(O)c1nn(CCSc2ccccc2F)c(=O)c2ccccc12,-0.3,3,27,1,-2.5%,8,-21,-7,2
COc1ccc(C2=NN3C(C2)c2ccccc2OC32C(=O)N(C)c3ccccc32)cc1 (stereo not drawn),0.3,9,14,4,0.1%,-4,8,2,?
CCOC(=O)C1=C(C)NC(SCC(=O)Nc2nc(C)cs2)=C(C#N)C1c1cccs1 (stereo not drawn),-0.3,-1,-25,11,0.0%,-1,2,-11,nt

# The listing continues:
SMILES,D2 ag,D2 potentiator,D1 antag,D1 ag,RXFP1 ag,D2 antagonist,TRHR PAM,D1 PAM,RXFP1 antagonist
COc1cc(-c2nnn(CC#N)n2)ccc1OCc1ccccc1,0.0,15,-1,17,2.2%,-10,9,-3,12
CCCSC1=C(C#N)C(c2cc(OC)ccc2OC)CC(=O)N1 (stereo not drawn),-0.2,6,-7,0,1.1%,-5,-1,-2,nt
COc1ccc(Br)cc1CN(C)C(C)C(=O)Nc1cccc(C(C)=O)c1 (stereo not drawn),nt,-2,-27,13,-0.2%,nt,22,-2,-29
CCOC(=O)c1sc(NC(=O)CN2CCN(c3ccc(OC)cc3)CC2)nc1C,-0.2,2,-1,6,6.0%,10,6,-1,-28
COc1ccc(N2C(=NC(=O)C3CC3)SC3CS(=O)(=O)CC32)cc1Cl (stereo not drawn),-0.6,-1,-4,0,0.4%,-7,3,1,-2
C[C@H]1CN=C(N(C)C)N1CCc1ccccc1,-0.1,5,-7,1,0.3%,6,0,-1,nt
Cc1nnc(SCC(=O)c2c(N)n(C)c(=O)n(C)c2=O)n1Cc1ccccc1,0.8,-3,-7,1,3.6%,-5,1,-9,-4
CCOC(=O)C1=C(COC(=O)c2c(OC)cccc2OC)NC(=O)NC1C (stereo not drawn),1.8,-1,-11,2,-0.2%,-5,8,-2,0
CCN(CC)c1cc(C)c2cc(NC(=O)c3ccccc3F)ccc2n1,0.2,-13,11,5,4.1%,3,3,0,-13
Cc1cc(N2C(=O)C(O)=C(C(=O)c3ccc(C)o3)C2c2cccs2)no1 (stereo not drawn),3.7,nt,4,3,?,6,4,1,nt
Cc1c(NC(=O)Nc2cccc(C#N)c2)c(=O)n(-c2ccccc2)n1C,-1.2,-10,3,4,-0.5%,-18,-11,0,-1
O=C(COC(=O)c1cc(-c2cccs2)nc2ccccc12)c1ccc(Br)cc1,-2.1,nt,12,3,24%,nt,4,-1,nt
C(=C\c1nc2ccccc2[nH]1)/c1ccccc1,0.7,-8,-15,1,5.8%,11,1,6,9
CC(Oc1ccccc1)C(=O)N1CCN(c2ncccn2)CC1 (stereo not drawn),0.7,-16,-20,0,1.0%,-9,2,-4,3
O=C(Nc1cc(Cl)ccc1O)C1CC(c2ccccc2O)=NO1 (stereo not drawn),0.5,10,5,8,1.6%,-9,-2,-1,6
O=C(CSc1ccc(Br)cc1)NC1CCS(=O)(=O)C1 (stereo not drawn),0.6,-10,-5,4,-0.7%,0,-8,3,-3
COc1ccccc1NS(=O)(=O)c1cc(NC(=O)c2ccc(Cl)nc2)ccc1Cl,-0.9,6,-21,14,-0.1%,-11,-2,-7,-19
O=C(NC(NC(=S)Nc1c(Cl)cccc1Cl)C(Cl)(Cl)Cl)OCc1ccccc1 (stereo not drawn),2.2,-6,-8,12,1.9%,-6,0,-10,-8
CCOc1ccccc1N1CCN(C(=O)c2c(Cl)cnn2C)CC1,2.4,6,6,1,4.0%,-8,1,-5,-8
Cc1ccn2c(C(=O)N/N=C\c3cccs3)c(C)nc2c1,1.1,-8,-6,2,0.8%,2,-8,1,-27
CCn1cc(Cl)c(C(=O)Nc2ccc3c(c2)OCCO3)n1,-0.5,4,2,2,-0.7%,5,38*,-2,-19
COc1ccc(NC(=O)C2CCN(S(=O)(=O)c3ccc4c(c3)CCCC(=O)N4)CC2)c(OC)c1,-0.4,-3,-6,1,-0.7%,nt,26,0,nt
Cc1ccc(S(=O)(=O)N2CCOCC2)c(C)c1-n1cnnn1,0.1,-5,0,2,1.8%,-24,4,-4,-3
COc1cccc(/C=N/NC(=O)NC2CCCCC2)c1O,0.0,-13,1,2,-0.5%,15,4,-2,-13
CCC(=O)Nc1nnc(SCC(=O)NCc2ccc3c(c2)OCO3)s1,0.2,9,2,1,-1.4%,-4,3,-9,1
CC1CCN(C(=O)CCNS(=O)(=O)c2ccc3c(c2)oc(=O)n3C)CC1,0.3,-4,3,1,0.5%,-16,-3,3,?
CCC(C)N1CCN(S(=O)(=O)c2ccc3ccccc3c2)CC1 (stereo not drawn),-2.5,9,-1,2,0.6%,19,6,-7,-16

# A portion of the library, so the mix of outcomes need not match the whole.
